# RGS7-Gao reg = RGS7-Galphao binding modulators, primary screen, biochemical, multiplexed bead flow cytometry. actives lie on both sides. binding response (% of control), % at 10 µM. 220,000 compounds, 0.35% hits; in the data active = binding response below about 49% or above about 150%;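 note: fluorescent Galphao held in activated GDP-AlF4 state binding bead-coupled RGS7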
# ABCG2 block = ABCG2 efflux pump inhibitors, primary screen, multiplex with ABCB1, IgMXP3 cells, flow cytometry. Broad substrate specificity ATP-binding cassette transporter ABCG2 (Homo sapiens), Q9UNQ0. JC-1 efflux. inhibition, % at 6.6 µM. 190,000 compounds, 0.1% hits. AID 1325, 2008;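 active = inhibition above 80%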;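 note: 0% = DMSO and 100% = nicardipine control wells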
# Target sequence (Q9UNQ0 whole entry, looked up): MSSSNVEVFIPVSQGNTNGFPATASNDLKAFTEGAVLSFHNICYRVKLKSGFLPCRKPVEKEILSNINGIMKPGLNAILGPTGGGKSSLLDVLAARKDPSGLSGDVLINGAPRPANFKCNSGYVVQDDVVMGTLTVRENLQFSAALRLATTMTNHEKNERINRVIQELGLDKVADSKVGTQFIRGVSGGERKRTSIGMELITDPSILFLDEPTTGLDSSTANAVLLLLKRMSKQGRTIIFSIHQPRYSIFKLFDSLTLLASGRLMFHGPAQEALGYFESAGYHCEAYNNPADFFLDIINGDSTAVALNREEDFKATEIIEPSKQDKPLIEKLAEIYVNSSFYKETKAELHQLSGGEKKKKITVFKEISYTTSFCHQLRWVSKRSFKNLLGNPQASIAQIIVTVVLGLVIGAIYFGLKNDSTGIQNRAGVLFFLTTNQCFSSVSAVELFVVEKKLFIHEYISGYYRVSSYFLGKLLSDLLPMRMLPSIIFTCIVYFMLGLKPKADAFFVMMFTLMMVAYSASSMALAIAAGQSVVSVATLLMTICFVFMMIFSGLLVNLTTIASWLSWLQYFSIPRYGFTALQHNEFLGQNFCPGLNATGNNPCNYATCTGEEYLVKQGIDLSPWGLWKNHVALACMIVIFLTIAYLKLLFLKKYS
#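 Test system: ABCG2 IgMXP3 and barcoded ABCB1 CCRF-Adr cell mix; Schedule: cells with compound and JC-1, 10 min at 25 °C, rotating, no wash; Technique: flow cytometry of retained JC-1 fluorescence; Measure: % inhibition of efflux relative to nicardipine and DMSO; Controls: nicardipine high and DMSO low controls.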
# Bcl-W Bim block = inhibitors of Bim binding to Bcl-W, primary screen, biochemical, multiplexed, bead-based flow cytometry; Bim peptide-Bcl-W binding; inhibition, % at 10 µM; 190,000 compounds, 0.02% hits; Bcl-2-like protein 2 (Homo sapiens), Q92843;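 note: 0% = bound tracer without compound and 100% = peptide blocker; higher means less fluorescent Bim peptide bound to Bcl-W beads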
# Bcl-B Bim block = inhibitors of Bim-Bcl-B binding, primary screen, biochemical, multiplexed, human Bcl-2 family | bead-based flow cytometry, Bim peptide-Bcl-B binding | inhibition, % at 10 µM | 190,000 compounds, 0.073% hits | AID 951, 2007;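 note: 0% = tracer peptide without compound and 100% = reference inhibitor peptide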
# Mcl-1 Bim block = inhibitors of Bim peptide binding to Mcl-1, primary screen, biochemical, bead-based flow cytometry, multiplex; Bim peptide-Mcl-1 binding; inhibition, % at 10 µM; 190,000 compounds, 0.1% hits; AID 1009, 2008;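 note: 0% = no compound tracer wells and 100% = peptide blocker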
# ABCB1 inh = ABCB1 efflux pump inhibitors, primary screen, cell-based, multiplex, flow cytometry, ABCG2 counter-screen; CCRF-Adr cells, JC-1 efflux; inhibition, % at 6.6 µM; 190,000 compounds, 0.067% hits; AID 1326, 2008; in the data active = inhibition above about 40%;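 note: 0% = vehicle and 100% = reference inhibitor; higher value means more JC-1 retained so stronger ABCB1 efflux block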
# Bcl-2 Bim block = inhibitors of Bim-Bcl-2 binding, primary screen, biochemical, multiplexed, human Bcl-2 family. Bead-based flow cytometry, Bim peptide-Bcl-2 binding. AID 950, 2007. 190,000 compounds, 0.06% hits. inhibition, % at 10 µM; in the data active = inhibition above about 40%;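 note: 0% = no compound wells with probe peptide and 100% = reference peptide inhibitor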
# Target sequence (P10415 whole entry, looked up): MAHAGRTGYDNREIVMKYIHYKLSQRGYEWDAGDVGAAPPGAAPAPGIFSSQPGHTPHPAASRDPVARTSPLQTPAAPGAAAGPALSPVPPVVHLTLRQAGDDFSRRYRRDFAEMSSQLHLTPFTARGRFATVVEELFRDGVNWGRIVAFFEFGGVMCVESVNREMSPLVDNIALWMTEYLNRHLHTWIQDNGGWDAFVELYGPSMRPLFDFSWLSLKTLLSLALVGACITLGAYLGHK
# Bcl-XL Bim block = inhibitors of Bim-Bcl-XL binding, primary screen, biochemical, multiplexed, bead flow cytometry, human Bcl-XL. Bcl-2-like protein 1 (Homo sapiens), Q07817. Bim peptide-Bcl-XL binding, fluorescence. inhibition, % at 10 µM. 190,000 compounds, 0.04% hits. AID 1007, 2008
# RGS8-Gao = RGS8-Galphao binding modulators, primary screen, biochemical, multiplexed bead flow cytometry. Guanine nucleotide-binding protein G(o) subunit alpha (Homo sapiens), P09471. actives lie on both sides. response (percent of control binding), % at 10 µM. 220,000 compounds, 0.34% hits. AID 1423, 2008; in the data active = response below about 60% or above about 140%; inactive = in between;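 note: Galphao activated as the GDP aluminium fluoride complex binding bead-coupled RGS8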
# RGS4-Gao reg = modulators of RGS4 binding to Galphao, primary screen, biochemical, multiplexed bead flow cytometry; binding response (% of control), % at 10 µM; 220,000 compounds, 0.33% hits; actives lie on both sides; Guanine nucleotide-binding protein G(o) subunit alpha (Homo sapiens), P09471; in the data active = binding response below about 49% or above about 150%; inactive = in between;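 note: fluorescent Galphao activated with aluminum fluoride binding bead-coupled RGS4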
# Bfl-1 Bim block = inhibitors of Bim binding to Bfl-1, primary screen, biochemical, multiplexed, bead-based flow cytometry. 190,000 compounds, 0.12% hits. AID 1008, 2008. inhibition, % at 10 µM. Bim-Bfl-1 binding inhibition;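 note: 0% = wells without compound plus tracer and 100% = blocker peptide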
# * hit, by the source's call. Cut-off read from the data, not from the text of the source, unless noted: active = inhibition above about 40%.
SMILES,RGS7-Gao reg,ABCG2 block,Bcl-W Bim block,Bcl-B Bim block,Mcl-1 Bim block,ABCB1 inh,Bcl-2 Bim block,Bcl-XL Bim block,RGS8-Gao,RGS4-Gao reg,Bfl-1 Bim block
COc1cc(CCC(=O)Nc2ccc(S(=O)(=O)NC3=NCCCCC3)cc2)cc(OC)c1OC,96,1,-2,0,-1,0.0,-1,-4,101,95,-7
CSc1ncccc1C(=O)OCn1nnc2ccccc2c1=O,115,4,-1,0,-3,1.1,0,0,110,109,0
CCOc1cc(/C=C/c2cc(C(=O)O)c3ccccc3n2)ccc1O,102,-6,7,12,2,0.5,7,8,103,100,2
O=C(Nc1ccc(N2CCCCC2)c(C(=O)O)c1)c1ccco1,99,5,-3,-4,-2,0.9,1,-1,100,101,-1
CCC/C(=N\NC(=O)c1csc(C)c1C)c1cccs1,103,10,-5,-2,-5,1.5,-6,-6,106,103,-2
CN(C)CCNc1nc2c(c(=O)[nH]c(=O)n2C)n1CC(O)COc1ccc(Cl)cc1Cl (stereo not drawn),99,1,0,-2,0,0.3,-1,-3,102,101,-2
CCOc1ccc(-n2cc(-c3ccccc3)c3c(N4CCOCC4)ncnc32)cc1,99,-1,3,-5,0,-0.4,-2,-2,103,99,-4
COc1ccc(/C=N/NC(=O)c2ccc(-c3ccccc3)cc2)cc1O,100,0,-2,-7,-3,0.1,-2,-3,100,100,0
CCC(C)c1ccc(NC(=S)NC2CCN(Cc3ccccc3)CC2)cc1 (stereo not drawn),100,4,-9,-22,-8,0.4,-9,-13,100,102,-13
Cc1sc(NC(=O)CN(Cc2ccc(F)cc2)C(=O)C(C)(C)C)c(C(N)=O)c1C,97,23,-3,-10,-4,1.8,-7,-13,99,97,-3
O=C1c2ccccc2C(Nc2ccc(-c3nc4ccccc4[nH]3)cc2)N1Cc1ccco1 (stereo not drawn),96,2,2,-8,0,0.2,-3,-2,92,103,-5
COc1cc(-c2noc(CCC(N)=O)n2)cc(OC)c1OC,99,3,0,-10,-2,0.5,-13,-12,100,100,-12
CCc1c(C)nc2ncnn2c1NCCc1ccc(Cl)cc1,95,6,3,1,3,1.1,1,0,101,99,-2
Cc1ccc2nc3nc(NCC4CCCO4)c(C(=O)NC4CCCC4)cc3c(=O)n2c1 (stereo not drawn),97,8,-3,-5,0,-0.2,0,-5,98,101,-2
Cc1c(NS(=O)(=O)c2ccc3c(c2)c(=O)n(C)c(=O)n3C)c(=O)n(-c2ccccc2)n1C,97,-1,-1,-8,0,-0.1,-10,0,101,102,-10
CCN(CC)c1ccc(/C=N/N2CCOCC2)c(O)c1,91,6,1,-2,0,0.7,2,0,97,93,3
Cc1[nH]n(-c2ccccc2)c(=O)c1N=Nc1ccc2c(c1)OCCO2,105,1,-7,0,-25,-0.4,0,-15,106,104,1
c1ccc(-c2cc(-c3ccncc3)nc3ccc4ccccc4c23)cc1,102,6,-2,-5,-2,0.9,-6,-5,96,98,0
COc1cc2c(cc1OC)C(=S)NC1(CCCC1)C2,98,-1,-1,0,0,-0.3,-2,0,101,102,-2
CCCn1c(=O)c2ccccc2n2c(SCCOc3ccc(OC)cc3)nnc12,98,7,0,-5,-1,1.2,-9,-2,101,98,-9
Cc1ccc(NC(=S)NC(=O)c2ccc(-c3ccccc3)cc2)c(C)c1,96,3,0,-8,0,0.4,-7,-10,97,94,-12
Cc1ccc(-c2c3c([nH]c(=S)c2C#N)CCCC3)o1,112,-2,20,-5,2,-0.3,11,5,89,104,41*
O=C(COc1ccc(F)cc1)Nc1nccs1,99,-2,1,-7,1,-2.6,-11,-4,102,99,-11
Cc1nc2ncnn2c(N2CCN(C(=O)c3cccc(F)c3)CC2)c1C,103,2,-3,-2,-6,0.3,-2,-4,101,100,-2
CCn1c(SCc2nc(-c3ccc(OC)c(OC)c3)no2)nnc1-c1cccs1,102,5,5,-7,0,1.4,-4,-8,99,99,-10
CCN(CCCCN1C(=O)c2ccccc2C1=O)c1ccc2c(c1)C(=O)N(C)C2=O,97,2,3,0,1,2.1,-1,1,101,94,-6
CCc1ccc(OCc2nnc(SCCN3CCOCC3)n2C)cc1,104,-1,1,-3,12,-0.3,-5,0,103,99,-10
CCOC(=O)C1(CCc2ccccc2)CCN(Cc2cccc3nccnc23)CC1,103,2,-3,-4,-5,1.9,-3,-9,101,102,-7
CCSc1nnc(CNc2ccc(C)cc2)n1C,101,1,-3,-4,-4,-0.3,0,-7,103,99,0
COc1ccc(CN2C(=O)NC3(CCCc4ccccc43)C2=O)cc1F (stereo not drawn),98,3,-2,-3,-2,0.9,-5,-3,101,101,-3

# Retrieved one by one from the list above:
SMILES,RGS7-Gao reg,ABCG2 block,Bcl-W Bim block,Bcl-B Bim block,Mcl-1 Bim block,ABCB1 inh,Bcl-2 Bim block,Bcl-XL Bim block,RGS8-Gao,RGS4-Gao reg,Bfl-1 Bim block
O=C(COc1ccc(F)cc1)Nc1nccs1,99,-2,1,-7,1,-2.6,-11,-4,102,99,-11
CCc1ccc(OCc2nnc(SCCN3CCOCC3)n2C)cc1,104,-1,1,-3,12,-0.3,-5,0,103,99,-10

# Part of the list above, bar-delimited.
Structure | RGS7-Gao reg | ABCG2 block | Bcl-W Bim block | Bcl-B Bim block | Mcl-1 Bim block | ABCB1 inh | Bcl-2 Bim block | Bcl-XL Bim block | RGS8-Gao | RGS4-Gao reg | Bfl-1 Bim block
Cc1ccc(-c2c3c([nH]c(=S)c2C#N)CCCC3)o1 | 112 | -2 | 20 | -5 | 2 | -0.3 | 11 | 5 | 89 | 104 | 41*
O=C(COc1ccc(F)cc1)Nc1nccs1 | 99 | -2 | 1 | -7 | 1 | -2.6 | -11 | -4 | 102 | 99 | -11
Cc1nc2ncnn2c(N2CCN(C(=O)c3cccc(F)c3)CC2)c1C | 103 | 2 | -3 | -2 | -6 | 0.3 | -2 | -4 | 101 | 100 | -2
CCn1c(SCc2nc(-c3ccc(OC)c(OC)c3)no2)nnc1-c1cccs1 | 102 | 5 | 5 | -7 | 0 | 1.4 | -4 | -8 | 99 | 99 | -10
CCN(CCCCN1C(=O)c2ccccc2C1=O)c1ccc2c(c1)C(=O)N(C)C2=O | 97 | 2 | 3 | 0 | 1 | 2.1 | -1 | 1 | 101 | 94 | -6
CCc1ccc(OCc2nnc(SCCN3CCOCC3)n2C)cc1 | 104 | -1 | 1 | -3 | 12 | -0.3 | -5 | 0 | 103 | 99 | -10

# Remaining list, next part.
SMILES,RGS7-Gao reg,ABCG2 block,Bcl-W Bim block,Bcl-B Bim block,Mcl-1 Bim block,ABCB1 inh,Bcl-2 Bim block,Bcl-XL Bim block,RGS8-Gao,RGS4-Gao reg,Bfl-1 Bim block
COc1ccc(C(=O)NCCn2ccc3ccccc32)cc1OC,103,4,-2,-4,-4,0.7,-1,-6,102,104,-9
COCCN(C(=O)CCC(=O)Nc1cc(C)on1)C(C(=O)NC1CCCC1)c1ccccc1C (stereo not drawn),85,1,-3,-1,-3,0.3,0,-1,93,90,-1
Cc1ccsc1C(=O)Nc1cccc(S(=O)(=O)N(C)C)c1,101,5,-2,-4,0,0.7,-3,-3,103,103,0
CC(C)N1C[C@@]23C=C[C@@H](O2)C(C(=O)OCc2ccccc2)[C@H]3C1=O (stereo partly drawn),106,1,-1,2,0,0.2,-1,1,105,103,0
Cc1ccc(C)c(S(=O)(=O)n2cnc3ccccc32)c1,100,2,1,0,2,0.0,7,-4,99,103,4
O=C(/C=C/c1ccco1)N1CCN(C/C=C/c2ccccc2)CC1,105,3,-4,-5,-4,0.2,0,-6,100,106,-2
Cc1ccc(S(=O)(=O)c2cc3c(=O)n4ccccc4nc3n(C)c2=N)cc1,97,5,6,11,8,2.2,4,8,98,103,2
COc1ccc(C2(CNC(=O)Cc3ccccc3)CCCC2)cc1OC,93,3,0,0,0,1.3,0,0,99,91,-1
CCOC(=O)Cn1nc(C)c(NC(=O)COc2ccc([N+](=O)[O-])cc2)c1C,101,-2,0,-2,-1,-0.2,0,0,104,103,-3
Cc1ccc(NC(=O)Cn2ccc([N+](=O)[O-])n2)cc1Cl,101,8,-1,-4,0,1.8,-3,-1,99,103,-4
CCSc1nnc(N(CCC(=O)O)CCC(=O)O)s1,98,14,-1,-5,-2,0.6,-4,-5,98,102,-14
O=C(O)CSC1CC(=O)N(c2ccc(Cl)c(Cl)c2)C1=O (stereo not drawn),106,1,1,-7,-5,0.4,-10,-14,105,102,-16
COc1ccccc1CN(C)C(=O)c1ccc2c(c1)NC(=O)CS2,102,1,1,3,1,0.5,0,0,101,104,0
O=C(c1ccc(F)cc1)N(c1ccccn1)C1CCCCC1,89,1,0,-1,-1,0.3,0,-2,95,95,-6
COc1ccc(/C(C)=N/NC(=O)c2ccc(N(C)C)cc2)cc1,98,2,0,-7,0,-0.2,-9,0,101,101,-10
CCOC(=O)c1c(-c2ccco2)csc1NC(=O)CSc1nnc(N)s1,100,0,1,3,0,0.2,8,0,99,104,3
Cc1ccc(NC(=O)C(c2ccc(Cl)cc2)N2CCOCC2)cc1 (stereo not drawn),95,2,0,-1,1,-0.2,0,0,100,100,0
CCOc1ccccc1N1CCN(C(=S)NCc2ccco2)CC1,99,3,-4,-16,-4,0.4,-2,-6,98,101,-9
CCCOc1cccc(NC(=O)c2cc(C)oc2C)c1,91,1,-2,-3,0,-1.8,-1,-1,92,93,-3
COc1cc(OC)cc(-c2nnc(Nc3nc4c(F)cccc4s3)o2)c1,100,-3,0,-3,-1,-1.3,-5,-2,99,98,-3
Cc1ccc(Nc2nnc(SCC(=O)Nc3cccc(S(=O)(=O)NC4=NCCCCC4)c3)s2)cc1,99,-2,1,-3,0,-0.1,0,-2,93,98,2
O=C(c1ccc(Cn2cc(Cl)cn2)cc1)N1CCN(c2ccccc2)CC1,101,3,0,-5,5,0.5,-4,1,100,99,-8
